Screening results: PubChem BioAssay, Emory University Molecular Libraries Screening Center
14-3-3g Raf: 14-3-3 gamma protein interaction modulation. P61981. FP, 14-3-3gamma / TMR-pS259-Raf peptide binding. inhibition, % at 40 µM. actives 0.19% (n = 160,000); in the data active = inhibition above about 30%;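 note: 0% = protein plus tracer without compound and 100% = blank with tracer alone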
Active calls of the source: *; & = joins results of further samples. The list is partial; the hit share may differ from the screen's.

14-3-3g Raf | molecule
-11 | CCOC(=O)c1c(C)[nH]c(C(=O)COC(=O)c2ccccc2NC(=O)c2ccco2)c1C
1 | O=C1C2C3C=CC(C3)C2C(=O)N1c1ccc(Br)cc1[N+](=O)[O-] (stereo unspecified)
5&-1 | COc1cccc(-c2nc(S(=O)(=O)c3ccccc3)c(N3CCOCC3)o2)c1
-271 | COc1ccc2cc3cc(C(=O)Nc4ccc(Cl)cn4)oc3nc2c1
-13 | COC(=O)CCC(=O)Nc1cc(C)ccc1C
-12 | CCCCOC(=O)c1ccc(NC(=O)C2c3ccccc3Oc3ccccc32)cc1
13 | CC1(C)Nc2ccc(O)cc2-c2c1ssc2=S
2&-8 | CCOC(=O)C1CCN(C(=O)C2CCN(S(=O)(=O)c3c(C)noc3C)CC2)CC1
4 | COc1ccccc1Oc1ccc2c(c1)C(=O)N(c1cccc(C(=O)O)c1)C2=O
-3 | CCN(CC)CCNC(=O)C1c2ccccc2C(=O)N(C)C1c1cccs1 (stereo unspecified)
9 | Nc1nc[nH]c(=O)c1N=Cc1ccc([N+](=O)[O-])cc1
-3 | COc1cc2c(cc1OC)-c1nnc(-c3cccs3)n1C1(CCCC1)C2
4 | Cc1occc1C(=O)Nc1cccc(C(=O)NCc2ccccc2)c1
-2 | COc1ccc2nc3sc(C(=O)N(C)c4cccc(C)c4)cc3cc2c1
-15 | COc1ccc(-c2cc(C(=O)NC(C)c3ccccc3)no2)cc1OC (stereo unspecified)
1 | CCN(C)c1ccc(C=Nc2c(C)n(C)n(-c3ccccc3)c2=O)cc1
-3 | Cc1ccc(OCCn2c(SCC(N)=O)nc3ccccc32)c(C(C)C)c1
-8 | O=C(NCCN1CCOCC1)c1cccnc1SCc1ccccc1Cl
5 | O=C1CC(c2ccccc2)CC(O)=C1C=NCCCN1CCOCC1 (stereo unspecified)
-3 | CC(=O)Nc1cc(C(=O)NC2CCCCCC2)ccc1Sc1ccc(C)cc1
-4 | Cc1c(S(=O)(=O)Nc2ccc3c(c2)OCCO3)c(=O)n(C)c(=O)n1C
-28 | O=C(CCC1Nc2c3ccccc3nc(=S)n2C1=O)NCCN1CCC(Cc2ccccc2)CC1 (stereo unspecified)
-5 | COc1ccc(OC)c(NC(=O)Cn2c(=O)n(-c3ccc(Cl)cc3)c(=O)c3c4c(sc32)CCCC4)c1
-1 | CC(=O)Nc1ccc(S(=O)(=O)Nc2nc3n(n2)C(c2ccccc2)CC(=O)N3)cc1 (stereo unspecified)
-8 | O=C(CN1C(=O)CSc2ccc(S(=O)(=O)N3CCCC3)cc21)NC1CCCC1

Next part (3 carried over from the part before).
14-3-3g Raf | molecule
-5 | COc1ccc(OC)c(NC(=O)Cn2c(=O)n(-c3ccc(Cl)cc3)c(=O)c3c4c(sc32)CCCC4)c1
-1 | CC(=O)Nc1ccc(S(=O)(=O)Nc2nc3n(n2)C(c2ccccc2)CC(=O)N3)cc1 (stereo unspecified)
-8 | O=C(CN1C(=O)CSc2ccc(S(=O)(=O)N3CCCC3)cc21)NC1CCCC1
-10 | CCCCCOC(=O)c1c(C)oc2ccc(NS(=O)(=O)c3cc(C)ccc3C)cc12
-2 | CCOc1ccc(C2C3=C(CC(C)(C)CC3=O)Nc3ncnn32)cc1OC (stereo unspecified)
-6 | COc1ccc(CNc2cnc3ccccc3c2)c(O)c1
-4 | CC(C)(C)C1CCc2c(sc(NC(=O)c3cccnc3)c2C(=O)Nc2ccccc2Cl)C1 (stereo unspecified)
-24 | Cc1c(C(=O)NCc2ccco2)oc2ccc(S(=O)(=O)N3CC(C)CC(C)C3)cc12 (stereo unspecified)
-9 | CCOc1ccc(N2C(=O)CSC2c2cccc(Br)c2)cc1 (stereo unspecified)
-10 | O=C1c2ccc([N+](=O)[O-])c3c([N+](=O)[O-])ccc(c23)C(=O)N1c1ccc([N+](=O)[O-])cc1
-3 | Nc1ncc(Cc2ccc(F)cc2)s1
-11 | Cc1cccc(NC2=NC3(CCCC3)N=C(N)N2)c1
-23 | COc1ccc2nc(NC(=O)c3cnccn3)sc2c1
18 | CCS(=O)CCSc1nc(C)cc(C)n1 (stereo unspecified)
-2 | COc1cccc(C2Nc3ccccc3-c3nnc(SCc4ccccc4)nc3O2)c1OC (stereo unspecified)
0 | CN1C(=O)N(C)C2(c3ccccc3)NC(=O)NC12c1ccccc1 (stereo unspecified)
-2 | O=C(Cn1nnc(-c2ccc(S(=O)(=O)N3CCCC3)cc2)n1)Nc1ccccc1-n1cccc1
-9 | O=C(C1CCC1)N(CCc1ccccc1)Cc1nc2ccccc2c(=O)[nH]1
-29 | Cc1cc2c(cc1C)NC(CC(=O)Nc1ccc(OC(F)F)cc1)C(=O)N2 (stereo unspecified)
-7 | Cc1ccc(-c2nc(Nc3ccc(F)cc3)c3ccccc3n2)cc1
-12 | Cn1cc([N+](=O)[O-])c(C(=O)Nc2nc(-c3ccc(Cl)cc3)cs2)n1
4 | O=C(Cn1cnc2c(cnn2-c2ccc(F)cc2)c1=O)OCc1ccccc1
-3&1 | CN1CCN(C(=O)c2cc3c(ccc4ccccc43)oc2=O)CC1
0 | COc1ccc(C2C(C(=O)OCCc3ccccc3)=C(C)NC3=C2C(=O)CC(C)(C)C3)cc1 (stereo unspecified)
-2 | CCOCC(=O)NCc1ccc2c(c1)cc(C)n2C
3 | O=C(Cc1c(F)cccc1Cl)NCC1CCCO1 (stereo unspecified)
-40 | COc1cc([N+](=O)[O-])cc(C=Nc2ccc(-c3nc4ncccc4o3)cc2)c1O
2&4 | CCOc1ccc2c(c1)sc1nc(C(=O)OC)cc(=O)n12

An excerpt of these results, as comma-separated lines:
structure,14-3-3g Raf
CCOc1ccc(C2C3=C(CC(C)(C)CC3=O)Nc3ncnn32)cc1OC (stereo unspecified),-2
COc1ccc(CNc2cnc3ccccc3c2)c(O)c1,-6

Other records:
14-3-3g Raf | molecule
-1 | CN(C1CCCCC1)S(=O)(=O)c1ccc(S(=O)(=O)N2CCCC2)cc1
-4 | O=C(OCCN(C1=NS(=O)(=O)c2ccccc21)c1ccccc1)C1CC(=O)N(c2ccccc2)C1 (stereo unspecified)
-4 | CC(C)C(=O)Nc1nnn(C)n1
-4 | Cc1ccc(OCCN2CCN(c3ncnc4sc5c(c34)CCCC5)CC2)cc1
-6 | O=C1CC(N2CCC(Cc3ccccc3)CC2)C(=O)N1c1cccc(Cl)c1 (stereo unspecified)
0 | COc1ccc2oc(=O)c(-c3csc(Nc4ccc(Cl)cc4)n3)cc2c1
-2 | Cc1ccccc1-n1c(Cn2c(=O)sc3ccccc32)nnc1SCC(=O)Nc1nccs1
-9 | O=C(CSc1nccn1-c1ccc(F)cc1)Nc1nccs1
2 | COc1ccccc1C(=O)NCCn1cc(SCc2ccc(C(F)(F)F)cc2)c2ccccc21
-12 | COC(=O)c1c(C)oc2ccc(NS(=O)(=O)c3ccc(Cl)c(C)c3)cc12
-7 | c1ccc(Cn2nnnc2C(c2cccs2)N2CCCCCC2)cc1 (stereo unspecified)
-8 | Cc1onc(-c2ccccc2)c1C(=O)NCc1ccco1
3 | Cc1cc2ccccc2c(=O)n1CC(=O)N1CC(C)CC(C)C1 (stereo unspecified)
-1 | CC(C)C1=C2CCCCC2NC(=O)N1 (stereo unspecified)
-8 | Cc1cccc(NC(=O)Cn2c(=O)n(CC3CCCO3)c(=O)c3ccccc32)c1 (stereo unspecified)
-6 | Fc1cccc(-c2cc3nc4c(c(N5CCOCC5)n3n2)CCCC4)c1
0 | CCOC(=O)C1CCCN(c2c(NCCCN3CCCC(C)C3)c(=O)c2=O)C1 (stereo unspecified)
0 | COc1cc(C2C(N3C(=O)c4ccc([N+](=O)[O-])cc4C3=O)C(=O)N2c2ccc(C)c(Cl)c2)cc(OC)c1OC (stereo unspecified)
-8 | CN(C(=O)CN1CCC(NC(=O)C2CCCCC2)CC1)C1CCCCC1
-10 | COc1ccc(C2C(=O)N(C3CCC(C)CC3)CC(=O)N2Cc2ccccc2Cl)cc1OC (stereo unspecified)
-58 | CCOC(=O)c1ccc(Cn2c3ccccc3c3nn4cc(-c5ccc(OC)cc5)nc4nc32)o1
-3 | CC1=C(C(=O)OC(C)C)C(C)C(C(=O)OC(C)C)=C(C)N1
-1 | Cc1ccccc1Oc1ccc(N2C(=O)C3C4C=CC(C4)C3(C)C2=O)cc1 (stereo unspecified)
1&3 | CC(C)Oc1ccc(C2NC(=O)NC2=O)cc1 (stereo unspecified)
4 | Cc1ccc(-n2c(=O)c3sccc3n(CC(=O)c3ccccc3)c2=O)cc1

Ordered by molecular weight (descending): 3 of the compounds above
14-3-3g Raf | molecule
0 | CCOC(=O)C1CCCN(c2c(NCCCN3CCCC(C)C3)c(=O)c2=O)C1 (stereo unspecified)
4 | Cc1ccc(-n2c(=O)c3sccc3n(CC(=O)c3ccccc3)c2=O)cc1
-8 | Cc1onc(-c2ccccc2)c1C(=O)NCc1ccco1

(cont.)
14-3-3g Raf | molecule
-2 | COc1cc(C(=O)N2CCN(c3ccc(F)cc3)CC2)c([N+](=O)[O-])cc1OC
-11&-5 | CC(=O)Nc1cc(C(=O)N2CCOCC2)ccc1S(=O)(=O)c1ccc(C)cc1
1 | Cc1cc2nc(SCCOC(=O)c3ccccc3N)nc(C)c2cc1C
9 | O=C(CSc1ccccn1)N1CCc2ccccc2C1
-2 | CC(=O)N(CCP(=O)(c1ccccc1)c1ccccc1)Cc1ccco1
-2&0 | Cc1ccc(S(=O)(=O)N2CCC(C(=O)NC3CCCCCC3)CC2)cc1
-3 | Cc1c(NC(=O)c2sc3cccc(Cl)c3c2Cl)c(=O)n(-c2ccccc2)n1C
-19 | CC(C)OC(=O)CC(=O)CSc1nc2c(cc1C#N)CCCC2
-10 | O=C(CSCCO)Nc1cccc2ccccc12
0 | CCOC(=O)C1=C(C)N(c2ccc(Br)cc2)C(C)=C(C(=O)OCC)C1c1cccc([N+](=O)[O-])c1
4 | COc1ccc(C=Nc2ccc(C)cc2)cc1
-1 | CC(C)Cc1ccc(S(=O)(=O)N(C)Cc2ccccc2)cc1
10 | O=C(O)c1[nH]c2ccccc2c1CC(=O)N1CCN(c2ccccc2F)CC1
-4 | CCc1nnc(NC(=O)CSc2nnc(-c3ccccc3OC)n2-c2ccccc2)s1
-4 | Cc1c(NC(=O)c2cc(-c3ccc4c(c3)OCO4)nc3ccccc23)c(=O)n(-c2ccccc2)n1C
-1 | Oc1ccccc1Oc1ncc(Br)c(N2CCOCC2)n1
-3 | CCc1nc(NCC2CCCN2CC)c2nnn(Cc3ccccc3F)c2n1 (stereo unspecified)
-10 | O=C(O)COc1ccccc1C1C2C(=O)N(c3ccc(F)cc3)C(=O)C2ON1c1ccccc1 (stereo unspecified)
-1 | Cc1ccc(N2C(=O)c3oc4ccccc4c(=O)c3C2c2cccnc2)nc1 (stereo unspecified)
-1 | CN(C)S(=O)(=O)c1cccc(C(=O)OCC(=O)N2c3ccccc3NC(=O)C2(C)C)c1
-41 | COc1ccc(Cl)cc1NC(=O)c1[nH]c(C)c(C(C)=O)c1C
-24 | CCCC(=O)Nc1ccc2oc(-c3ccc(OC)c(Br)c3)nc2c1
10 | CC(C)c1ccc(NC(=O)c2ccc(N3CCc4ccccc4C3)c([N+](=O)[O-])c2)cc1
1 | COc1ccc(-n2nc3c(c2NC(=O)CCC2CCCC2)CS(=O)C3)cc1 (stereo unspecified)
0 | O=C(Nc1ccc(F)cc1)c1oc2ccccc2c1NC(=O)C1CCCC1
-3 | NC(=O)c1ccccc1NC(=O)COc1ccc(Br)cc1
0 | COc1ccc(N2CC(C(=O)NCc3cccc(C)c3)CC2=O)cc1 (stereo unspecified)
-2 | CCOC(=O)c1ccc(NC(=O)Nc2ccc3c4c(cccc24)C(=O)N3CC)cc1
3 | O=S(=O)(Nc1ccc(Cl)cc1)c1ccc(Cl)cc1
57* | Cc1ccc2cc3cc(C(=O)N4CCN(c5cccc(C)c5C)CC4)oc3nc2c1
-15 | Cc1ccnc2ccc(-c3nc4ccccc4o3)cc12
-4 | O=C(CCSCCc1ccccn1)Nc1ccccn1
-7 | COc1ccc(NC(=O)C2C3C=CC4(O3)C2C(=O)N(C2CCC(C)CC2)C4C(=O)NC2CCCCC2)cc1 (stereo unspecified)
0 | COC(=O)C1=C(C)N(C)C(C)=C(C(=O)OC)C1c1ccc(F)c(Br)c1
-8 | COc1cc(C(=O)Nc2ccc(-n3cnnn3)c(C)c2)cc(OC)c1OC
-8 | O=C(CCn1nc(-c2ccccc2)ccc1=O)NCCc1ccccc1
3 | Cc1ccc(S(=O)(=O)Cn2nnnc2C(c2ccccn2)N2CCN(c3ccccc3)CC2)cc1 (stereo unspecified)
-1&3 | CCOC(=O)C(CC)Sc1ncnc2nc[nH]c12 (stereo unspecified)
-15 | O=C(NC1CCCCC1)c1ccc2c(c1)ncn2C1CCCCCC1
-166 | CCOC(=O)c1c(C)oc2ccc(N(C(=O)c3ccc(C)cc3)S(=O)(=O)c3ccc(Br)cc3)cc12
-4 | CCOc1cc(CNC(=O)c2cc(-c3ccc(Cl)s3)nc3ccccc23)ccc1OC
-9 | CC(=O)N1CCC(=O)N(C(C)C)c2ccccc21
-2 | COc1cccc(C(=O)Oc2c(S(=O)(=O)c3ccc(C)cc3)c(C)nn2-c2ccccc2)c1OC
-3 | CCC(CC)C(=O)N1CCc2cc(OC)c(OC)cc2C1COc1ccc([N+](=O)[O-])cc1 (stereo unspecified)
-2 | COCCN1C(=O)c2ccccc2C(C(=O)N2CCN(c3ccccn3)CC2)C1c1c[nH]c2ccccc12 (stereo unspecified)
8 | CN(CC(=O)NC1CCCCC1)S(=O)(=O)c1ccc(Cl)cc1

Fetched by compound from above (2):
14-3-3g Raf | molecule
-2 | COCCN1C(=O)c2ccccc2C(C(=O)N2CCN(c3ccccn3)CC2)C1c1c[nH]c2ccccc12 (stereo unspecified)
-166 | CCOC(=O)c1c(C)oc2ccc(N(C(=O)c3ccc(C)cc3)S(=O)(=O)c3ccc(Br)cc3)cc12
